# From PubChem
# GPR151 ag = activates the human receptor GPR151; AID 1508602; Q8TDV0; PathHunter beta-arrestin GPR151 cells, luminescence; 650,000 tested, 1% active; activation, % at 11.2 µM; in the data active = activation above about 4.9%;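 also: 0% = median of compound wells and 100% = cells with positive control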
# Target sequence (Q8TDV0 whole entry, looked up): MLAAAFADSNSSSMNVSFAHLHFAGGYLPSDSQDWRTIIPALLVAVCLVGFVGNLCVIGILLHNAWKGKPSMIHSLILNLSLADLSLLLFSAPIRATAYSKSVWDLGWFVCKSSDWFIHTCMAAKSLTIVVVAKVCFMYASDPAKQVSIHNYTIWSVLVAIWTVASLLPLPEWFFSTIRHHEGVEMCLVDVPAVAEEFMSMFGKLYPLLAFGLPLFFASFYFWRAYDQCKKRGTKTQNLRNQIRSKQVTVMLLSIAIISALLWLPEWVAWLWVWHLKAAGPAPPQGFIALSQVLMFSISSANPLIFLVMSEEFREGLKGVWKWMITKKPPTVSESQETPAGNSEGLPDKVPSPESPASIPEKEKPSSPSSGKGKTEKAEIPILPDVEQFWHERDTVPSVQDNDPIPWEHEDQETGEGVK
# FBW7 activator = activators of human E3 ligase FBW7; normalized activity (activation), % at 26.1 µM; AlphaScreen FBW7–phospho-cyclin E peptide binding, activator screen; AID 1259310; 650,000 tested, 0.13% active; in the data active = normalized activity above about 1.9%;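 also: purified mutant Fbw7 with reduced substrate affinity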
# TEAD-YAP inh = TEAD-YAP interaction inhibition. HEK-TIYL cells, TEAD-Gal4/YAP UAS-luciferase luminescence. 640,000 tested, 1.4% active. inhibition, % at 9.12 µM; in the data active = inhibition above about 32%;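 also: 0% = median of test compound wells and 100% = reference inhibitor wells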
# MITF primary = blocks human microphthalmia-associated transcription factor. 650,000 tested, 0.91% active. inhibition, % at 2.6 µM. AlphaScreen MITF homodimerization, bead proximity signal. O75030. AID 1259374; in the data active = inhibition above about 50%;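 also: 0% = vehicle wells with protein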
# Target sequence (O75030 whole entry, looked up): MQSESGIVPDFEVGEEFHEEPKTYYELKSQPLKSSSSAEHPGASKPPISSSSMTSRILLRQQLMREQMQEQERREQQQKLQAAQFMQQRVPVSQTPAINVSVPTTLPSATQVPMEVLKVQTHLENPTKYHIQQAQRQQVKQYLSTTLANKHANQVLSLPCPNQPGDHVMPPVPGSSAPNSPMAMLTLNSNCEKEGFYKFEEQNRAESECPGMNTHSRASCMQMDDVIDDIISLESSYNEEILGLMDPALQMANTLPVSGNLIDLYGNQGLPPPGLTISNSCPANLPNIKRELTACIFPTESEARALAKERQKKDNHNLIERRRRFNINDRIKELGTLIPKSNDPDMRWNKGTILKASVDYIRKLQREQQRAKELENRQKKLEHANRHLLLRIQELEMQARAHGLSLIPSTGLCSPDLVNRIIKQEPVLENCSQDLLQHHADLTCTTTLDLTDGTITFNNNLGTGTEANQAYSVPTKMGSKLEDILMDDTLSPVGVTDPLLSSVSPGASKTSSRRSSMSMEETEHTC
# The depositor's hits bear a star.
SMILES	FBW7 activator	MITF primary	TEAD-YAP inh	GPR151 ag
O=c1[nH]c(SC(c2ccccc2)c2ccccc2)nc(O)c1C(c1ccccc1)c1ccccc1	0.0	4	2	1.9
COc1cc(OC)c(NC(=O)c2sc3ncn(CC(=O)Nc4ccc(C(C)C)cc4)c(=O)c3c2C)cc1Cl	-0.1	-3	-2	-0.3
O=C(Nc1ccc(Cl)cc1)C(=S)NC1CCCC1	0.0	-4	-47	1.2
O=C(c1cn(C[C@@H]2CCCN(C(=O)c3cc(-c4ccco4)on3)C2)nn1)N1CCOCC1	-0.1	9	5	1.1
O=[N+]([O-])c1ccc(Oc2cc(C(F)(F)F)ccc2Cl)cc1O	0.1	7	6	-0.7
O=C1c2cccnc2C(=O)N1Cc1ccc(S(=O)(=O)NCCc2ccccc2)cc1	0.1	6	8	-1.9
CCOC(=O)/C(C#N)=C1\CCCN1CC#N	0.1	7	7	-1.2
NC(=O)c1ccsc1NC(=O)COC(=O)CSc1ccc2c(c1)OCCO2	-0.1	-3	-2	-1.0
O=C(CCN1C(=O)c2ccccc2S1(=O)=O)Nc1ccc(Oc2ccccc2)cc1	0.1	12	6	1.4
CCC(C)(C)c1ccc(CC(C)CN2C[C@@H](C)O[C@@H](C)C2)cc1 (some centres undefined)	0.0	-3	14	-1.1
Clc1cccc(-c2cnc3ccc(NCc4ccncc4)nn23)c1	0.1	9	-4	0.9
CNCC(=O)N1c2ccccc2CCc2ccc(NC(=O)OC)cc21	0.1	19	6	1.6
COC(=O)C1SCC2C(=O)N(Cc3ccc(Cl)c(Cl)c3)CC(=O)N21 (centres undefined)	0.2	14	1	0.8
COc1ccc(-c2cc(-c3ccccc3)nc3sc(C(=O)c4ccc(C)cc4C)c(N)c23)cc1	0.0	-2	-3	-0.9
Cc1nc(N2CCN(C)CC2)c2c(C)c(C(=O)Nc3ccc(F)cc3)sc2n1	-0.1	10	-8	-0.4
Nc1nonc1N=NN(CC(=O)N1CCOCC1)c1nonc1N	0.0	1	1	-0.5
C=CCOC(=O)C1=C(C)Nc2c(c(=O)n(C)c(=O)n2C)C1c1ccc(C(=O)O)cc1 (centres undefined)	0.0	11	8	0.4
Cc1nc2c(ccc3nc(NC(=O)c4cccc([N+](=O)[O-])c4)sc32)s1	0.1	-6	-12	0.7
CC12CC3CC(C1)CC(C(=O)NN)(C3)C2	0.4	4	7	2.3
c1ccc(-c2csc(Nc3ccnc(Nc4ccc(N5CCOCC5)cc4)c3)n2)cc1	-0.1	-5	64*	3.7
COc1ccc(CNC(=O)CSc2ncccc2-c2nc3ccccc3[nH]2)cc1	0.2	2	-22	0.5
O=c1[nH]c(=S)n(-c2ccccc2Cl)c(O)c1C=Nc1ccc(F)cc1	0.1	14	0	-1.2
CC(C)CN1C(=O)C2CC=CCC2C1=O (centres undefined)	0.0	-13	-11	-0.4
CCOC(=O)N1CCC(Nc2c(NCc3cccc(OC)c3)c(=O)c2=O)CC1	0.0	-3	4	3.1
CC(=O)Nc1ccc(NS(=O)(=O)c2c(C)[nH]c(=O)[nH]c2=O)cc1	0.1	11	10	0.5
O=C(c1ccccc1-c1ccccc1)N1CCOCC1	0.0	8	6	-1.1
CC(C)Sc1ccc(CC(=O)NCC2COC3(CCCCC3)O2)cc1 (centres undefined)	0.6	9	2	-0.8
CSc1ccc(/C=N\NC(=O)c2nnn(-c3nonc3N)c2CN2CCCCC2)cc1	0.1	17	-5	-2.1
CCC(C)(C)C1CCc2oc3c(cc(NS(=O)(=O)c4cccc([N+](=O)[O-])c4)c4ccccc43)c2C1 (centres undefined)	-0.2	7	7	-1.1
O=c1[nH]/c(=C/c2ccc3c(c2)OCO3)c(=O)[nH]/c1=C/c1ccc2c(c1)OCO2	0.5	8	8	0.5
COc1cc(/C=N/NC(=S)NCCN2CCOCC2)ccc1O	0.2	8	-11	-0.7
Nc1cc(NC(=O)CNC(=O)c2cccc(Cl)c2)ccc1Cl	0.1	-5	-20	-2.0
S=c1[nH]ncn1/N=C/c1ccc(Br)cc1	0.1	7	-1	1.2
O=C(/C=C/c1cccc(Br)c1)OCc1nnc(-c2ccccc2)o1	0.0	-2	-7	0.5
CC(=O)Nc1ccc(OCC(=O)c2ccc3c(c2)CCCC3)cc1	0.1	13	-24	-1.5
N#Cc1cc2c(nc1SCC(=O)N1c3ccccc3Sc3ccc(Cl)cc31)CCCC2	0.1	7	6	1.9
COc1ccccc1NC(=O)C/C(C)=N/NC(=O)c1ccccn1	-0.8	18	-14	-1.6
COc1ccc(OC)c(N2CC(O)(c3ccc4c(c3)OCCO4)[N+]3=C2SCCC3)c1 (centres undefined)	0.0	-14	3	-1.2
COc1ccccc1-c1ccc(SCC(=O)Nc2ccc3c(c2)OCCO3)nn1	0.0	-1	12	-1.6
COc1cc(NC(=O)C2COc3ccccc3C2)c(F)cc1-c1cn[nH]c1 (centres undefined)	0.3	8	-7	0.3
Cc1sc2nc(C(C)C)n(C3CCN(CC(=O)NC(C)C)CC3)c(=O)c2c1C	0.3	17	-10	-0.4
COc1ccccc1Cn1c(=S)[nH]c2cc(C(=O)NCc3cccnc3)ccc2c1=O	-0.1	4	-1	-0.1
CN(C(=O)Cc1cccs1)C1(C(=O)NC2CCCC2)CCCCC1	0.1	-1	3	1.2
CCOc1cc(/C=c2/sc3nc4ccccc4n3c2=O)cc(I)c1OCC	-0.1	-10	-2	-0.9
CCN1CCN(c2cc(F)cc(-c3ccnc(Nc4ccc(-n5nc(C)nc5C)cc4)n3)c2)CC1	0.6	15	68*	1.9
CC(C)CNC(=O)C(=O)Nc1nccs1	0.1	-7	-13	-0.7
COc1ccc(-c2[nH]ncc2-c2cnc3ccccc3n2)cc1	-0.1	10	17	2.4
COc1ccc(C2CC(c3cccs3)=NN2C(=O)CSc2nnc(CNC(=O)c3ccco3)n2-c2ccccc2)cc1 (centres undefined)	-0.1	-8	-15	0.1
CC1(C)O[C@H]2OC(C(=O)NCC(=O)Nc3ccccc3)[C@@H]3OC(C)(C)O[C@@H]3[C@H]2O1 (some centres undefined)	0.3	16	1	-0.9
CC(=O)Nc1ccc(N/C=C(\C#N)c2nc(-c3ccccc3)cs2)cc1	-0.1	8	-4	-0.4
Cc1ccccc1C(=O)ON1C(=O)c2cccc3cccc(c23)C1=O	0.1	5	5	1.9
Clc1ccc(Cn2ncc3c(N4CCOCC4)ncnc32)c(Cl)c1	0.1	18	3	-0.3
COc1cc(/C=C2\N=C(c3cccs3)OC2=O)cc(OC)c1OC	-0.1	-3	-7	0.4
Cc1cccc(OCC(O)Cn2c(N3CCNCC3)nc3c2c(=O)n(C)c(=O)n3C)c1 (centres undefined)	-0.1	-4	-1	0.4
N#Cc1c(NC(=O)CN2CCN(S(=O)(=O)c3ccccc3F)CC2)sc2c1CCC2	0.1	8	3	-0.5
FC(F)(F)c1ccccc1Nc1n[nH]c(=S)s1	-0.1	-10	-1	0.0
COc1ccc(NC(=O)N2CCN(c3nc(-c4ccc(F)cc4)cs3)CC2)cc1	-0.1	-5	-48	-0.3
COc1ccc(CN2CCC3(CCC(CNC(=O)C4CCCO4)O3)CC2)c(C)c1C (centres undefined)	0.1	13	3	0.8
CCC(=O)Nc1cccc(-c2nnc(SCC(=O)Nc3ccc(CC)cc3)n2C)c1	0.1	-7	22	1.7
Cc1ccc2c(c1)N(C(=O)CCC(=O)NCCCN(C)C1CCCCC1)CCO2	0.2	4	2	0.0

# No new results follow: entries from further up.
SMILES	FBW7 activator	MITF primary	TEAD-YAP inh	GPR151 ag
COc1ccc(NC(=O)N2CCN(c3nc(-c4ccc(F)cc4)cs3)CC2)cc1	-0.1	-5	-48	-0.3
COc1ccc(CN2CCC3(CCC(CNC(=O)C4CCCO4)O3)CC2)c(C)c1C (centres undefined)	0.1	13	3	0.8

# Going on with the list.
SMILES	FBW7 activator	MITF primary	TEAD-YAP inh	GPR151 ag
Cc1nc2ccc(C(=O)Nc3ccc(I)cc3)cc2s1	0.2	-1	-26	-0.2
CC1(NC(=O)CN2CCCCC2)CCCCC1c1ccc(O)cc1 (centres undefined)	-0.1	-22	-1	2.7
CC(=O)c1cccc(-c2cccc(C(=O)NCCO)n2)c1	0.1	-2	2	-0.9
O=C(Nc1ccccc1)c1ccc2nc(Nc3cnccn3)sc2c1	0.1	-1	-32	-3.0
CC(NC(=O)C1CC1)C(c1cccs1)N1CCN(c2ccccc2)CC1 (centres undefined)	0.0	10	2	5.7*
COc1cc2sc(=NC(=O)c3cccc(F)c3)n(C)c2cc1OC	0.0	-6	-21	-1.4
Cc1ccccc1Oc1cc(NC(=O)c2cc3nc(-c4ccccc4)cc(C(F)(F)F)n3n2)cc([N+](=O)[O-])c1	-0.2	-6	-5	0.6
CCOc1ccc(Cn2c(C)nc([N+](=O)[O-])c2SCC(O)COC)cc1[N+](=O)[O-] (centres undefined)	-0.2	-21	-5	0.0
COC(=O)C1=C(NC(=O)CCCCl)CCS1	-0.1	2	0	0.0
O=Cc1cc(Br)ccc1OCc1ccc([N+](=O)[O-])cc1	0.0	-6	-17	0.8
COc1ccc(-n2c(=S)[nH]c3cc(C(=O)NC4CCCCC4)ccc3c2=O)cc1	-0.1	0	-5	2.3
O=C(/C=C/c1ccccc1)Nc1ccc(N2CCOCC2)cc1	-0.1	-4	-33	-0.7
CCOC(=O)COc1cccc2c1CCN(Cc1ccc(Br)cc1)C2=O	0.1	10	4	0.7
COc1cc(OC)cc(-c2nnc(SCc3ccc(C(=O)O)cc3)o2)c1	0.1	5	8	-1.1
CSc1nc(C(=O)N2CCc3nnc(C(C)C)n3CC2)cs1	0.1	-7	-30	-0.1
COC(=O)C1CCN(C(=O)c2c(-c3ccccc3)noc2C)CC1	0.0	17	7	1.7
Cc1cnc(Nc2ccncn2)nc1Nc1ccccc1	0.5	2	-4	-0.3
N#CC1=C(N)Oc2n[nH]c(-c3ccc4c(c3)OCO4)c2C1c1ccc(Cl)c(Cl)c1 (centres undefined)	-0.1	8	-4	-0.6
Cc1ccc(OCC(=O)O/N=C(\N)Cc2ccc([N+](=O)[O-])cc2)c(C)c1	0.0	-7	12	1.9
O=C(Nc1ccc(Oc2cccc(Oc3ccc(NC(=O)c4ccc(Cl)cc4)cc3)c2)cc1)c1ccc(Cl)cc1	0.0	2	-2	-0.6

# An excerpt from above in order of count of non-hydrogen atoms, highest first.
SMILES	FBW7 activator	MITF primary	TEAD-YAP inh	GPR151 ag
Cc1ccccc1Oc1cc(NC(=O)c2cc3nc(-c4ccccc4)cc(C(F)(F)F)n3n2)cc([N+](=O)[O-])c1	-0.2	-6	-5	0.6
CCOc1ccc(Cn2c(C)nc([N+](=O)[O-])c2SCC(O)COC)cc1[N+](=O)[O-] (centres undefined)	-0.2	-21	-5	0.0
CCOC(=O)COc1cccc2c1CCN(Cc1ccc(Br)cc1)C2=O	0.1	10	4	0.7
CC1(NC(=O)CN2CCCCC2)CCCCC1c1ccc(O)cc1 (centres undefined)	-0.1	-22	-1	2.7
CSc1nc(C(=O)N2CCc3nnc(C(C)C)n3CC2)cs1	0.1	-7	-30	-0.1
Cc1nc2ccc(C(=O)Nc3ccc(I)cc3)cc2s1	0.2	-1	-26	-0.2
COC(=O)C1=C(NC(=O)CCCCl)CCS1	-0.1	2	0	0.0

# (continued)
SMILES	FBW7 activator	MITF primary	TEAD-YAP inh	GPR151 ag
COc1cc(OC)cc(C(=O)NNC(=O)c2ccc(SCc3ccccc3F)c([N+](=O)[O-])c2)c1	0.0	1	1	-0.1
O=C(c1cccc(Cl)c1)N1CCN(c2ccc(Nc3cccnc3)nn2)CC1	0.1	-1	5	-0.5
CCC(CC)NC(=O)c1ccc(Cl)cc1[N+](=O)[O-]	0.0	74*	5	-0.9
CC1CCCCN1C(=O)COc1ccc(Cl)cc1Cl (centres undefined)	-0.1	-3	-4	0.8
CCCCn1c(CNC(=O)c2cc(OC)cc(OC)c2)nnc1SC(C)C(=O)Nc1sc2c(c1C(=O)OCC)CCCC2 (centres undefined)	0.3	9	-11	-0.6
CC(C)OP(=O)(OC(C)C)/C(=N/NC(=O)c1ccccc1)NO	0.1	-11	-6	0.9
O=C(NCC(O)c1ccccc1)c1ccc(Cl)c(S(=O)(=O)N2CCCC2)c1 (centres undefined)	-0.2	-18	-27	-1.2
COCC1CCN(Cc2c(C(=O)N3CCCCCCC3)nc3sccn23)CC1	0.2	2	2	0.0
CCn1cc(C(=O)N[C@@H](C)Cn2nnc3ccccc32)cn1	0.0	2	-21	0.1
N#Cc1nc(-c2ccc(Cl)cc2)oc1NCc1ccco1	0.6	13	-52	2.5
CN(CC(=O)Nc1ccccc1C#N)S(=O)(=O)c1ccc(Br)cc1	0.2	-14	3	-0.3
Cn1c(C(=O)N2CCN(c3ncccn3)CC2)cc2c(=O)n(C)c3ccccc3c21	-0.1	-9	-9	-0.4
O=C1SC(Nc2ccccc2)C(=O)N1c1ccc(F)cc1 (centres undefined)	-0.4	-1	-49	0.3
CCSc1nsc2nc(=O)c(C=C3C=CC(=O)C=C3)c(N)n12	-0.1	3	-20	0.7
CC(C)CC(N=Cc1c(O)c2ccccc2oc1=O)C(=O)O (centres undefined)	0.0	-5	-6	5.5*
CCOC(=O)N1CCC(n2c(SCc3ccc(C)cc3)nc3ccccc3c2=O)CC1	-0.1	7	-4	3.1
COc1ccc(Nc2nnc(SCC(=O)NC(C)c3ccccc3)s2)cc1 (centres undefined)	-0.1	-1	-6	0.3
O=C(COC(=O)C1CC(O)CN1C(=O)Oc1ccccc1)c1ccc(-c2ccccc2)cc1 (centres undefined)	-0.1	5	18	1.9
